CendR NRP1 mod: modulators of CendR peptide binding to human neuropilin-1; 0.85% of 360,000 active; inhibition, % at 25 µM; O14786; AID 602438; FAM-RPARPAR peptide binding to NRP-1, fluorescence polarization;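 active = inhibition or corrected inhibition above about 18%, plus a signal ratio from 0.5 to 1.5, limit read from the data, passing the limit was not always enough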; note: strong numbers were not always called active
MT1-MMP act inh: MT1-MMP (human) activation inhibition. HT1080 RFP-PRO-GFP cells, GFP/RFP ratio fluorescence, overnight; percent of plate control window, DMSO zero. AID 651647. 0.061% of 360,000 active. P50281. GFP/RFP ratio change, % at 20 µM;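 active = GFP/RFP ratio change of at least 30% with cell ATP level not reduced by more than half and red fluorescence within 50% of control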; note: strong numbers were not always called active
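Assay system: HT1080 RFP-PRO-GFP cells | Dosing: 20 µM single dose, 1% DMSO | Incubation: Cells overnight before dosing, compound overnight, 37 °C, 5% CO2 | Evaluation: GFP/RFP fluorescence ratio | Control set: DMSO-only wells and HT1080 RFP-L50D-GFP cell wells as references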
MsrA inhibitor: inhibits bovine methionine sulfoxide reductase A. AID 651718. inhibition, % at 15.5 µM. 0.75% of 360,000 active. purified bovine MsrA, absorbance read-out; in the data active = inhibition above about 4.5%;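 note: 0% = vehicle wells with enzyme and 100% = reference inhibitor wells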
Rin1-Abl PPI inh: human Rin1-Abl interaction inhibition. 0.4% of 360,000 active. TR-FRET Rin1/Abl binding, biochemical. inhibition, % at 7.35 µM. AID 588664; in the data active = inhibition above about 5%, passing the limit was not always enough
FAS-TE inh: inhibitors of human fatty acid synthase thioesterase domain; AID 602261; P49327; 0.67% of 360,000 active; inhibition, % at 15 µM; recombinant FAS-TE, OMFH fluorogenic substrate, fluorescence endpoint;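 active = compounds whose normalised, plate-corrected inhibition of enzyme fluorescence in the single-dose primary screen is 50% or more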;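 note: 0% = DMSO with enzyme and 100% = substrate without enzyme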
MsrA act: activates bovine MsrA enzyme | activation, % at 10.6 µM | 0.3% of 360,000 active | AID 602163 | purified bovine MsrA, absorbance read-out; in the data active = activation above about 7.5%;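 note: 0% = vehicle and 100% = reference activator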
SKN-1 inh: inhibitors of C. elegans SKN-1; 0.49% of 360,000 active; inhibition, % at 21.8 µM; C. elegans VP596 Pgst-4::GFP/RFP ratio, acrylamide-induced, 24 h; AID 624304;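 active = interference check ratio from 0.5 to 1.5 plus GFP to RFP signal ratio inhibition reaching or exceeding a fixed threshold, cut at about 30% in these data, passing the limit was not always enough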; note: some compounds called inactive have numbers as strong as hits
E coli Lon inh: inhibitors of E. coli Lon protease | P0A9M0 | purified E. coli Lon protease, fluorescence polarization | inhibition, % at 7.94 µM | 0.42% of 360,000 active | AID 602123; in the data active = inhibition above about 13%, passing the limit was not always enough;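 note: 0% = enzyme with probe and DMSO and 100% = no enzyme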
Target sequence (P0A9M0 whole entry, looked up): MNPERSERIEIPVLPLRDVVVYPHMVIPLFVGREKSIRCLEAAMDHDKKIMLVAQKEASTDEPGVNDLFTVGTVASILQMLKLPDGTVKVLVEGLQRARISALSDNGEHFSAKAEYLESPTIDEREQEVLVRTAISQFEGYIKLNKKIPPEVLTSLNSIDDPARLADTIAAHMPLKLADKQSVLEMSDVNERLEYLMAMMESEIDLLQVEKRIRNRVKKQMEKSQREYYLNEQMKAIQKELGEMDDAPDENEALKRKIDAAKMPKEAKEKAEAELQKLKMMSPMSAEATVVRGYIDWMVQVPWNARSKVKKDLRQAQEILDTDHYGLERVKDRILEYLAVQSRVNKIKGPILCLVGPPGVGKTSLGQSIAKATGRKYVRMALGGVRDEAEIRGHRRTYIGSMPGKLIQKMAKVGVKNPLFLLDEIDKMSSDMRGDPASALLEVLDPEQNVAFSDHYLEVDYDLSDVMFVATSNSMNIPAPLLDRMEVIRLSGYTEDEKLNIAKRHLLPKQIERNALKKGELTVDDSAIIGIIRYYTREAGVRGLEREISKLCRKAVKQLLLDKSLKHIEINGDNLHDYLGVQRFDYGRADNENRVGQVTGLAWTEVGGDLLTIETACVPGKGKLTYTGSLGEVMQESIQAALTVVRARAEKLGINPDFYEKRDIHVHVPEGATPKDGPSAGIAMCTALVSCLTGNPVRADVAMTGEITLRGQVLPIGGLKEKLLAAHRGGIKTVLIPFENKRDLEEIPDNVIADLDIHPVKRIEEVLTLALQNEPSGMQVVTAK
Neddyl block: cullin neddylation inhibition. TR-FRET cullin neddylation, biochemical. calls only at 25 µM. P61081+Q13564. 0.58% of 360,000 active; in the data active = inhibition above about 36%
* = called active by the depositor; i = inactive; nt = not tested or not shown.

SMILES	CendR NRP1 mod	MT1-MMP act inh	MsrA inhibitor	Rin1-Abl PPI inh	FAS-TE inh	MsrA act	SKN-1 inh	E coli Lon inh	Neddyl block
O=C(CSc1nnc(-c2cccc(Cl)c2)o1)Nc1ccc2c(c1)OCCO2	-2	0	0.0	-3	18	-2	-21	1	i
O=C(Nc1cccc(F)c1)C1CCCN1S(=O)(=O)c1cccc2cccnc12 (stereo not drawn)	-4	-1	0.5	-6	4	-1	-2	5	i
CCc1cccc2c(C(=O)C(NC(C)CC)c3ccccc3)c[nH]c12 (stereo not drawn)	10	-3	0.4	0	1	-1	-1	13	i
CC(=O)OC(C(=O)NC1CCCCC1)c1ccccc1F (stereo not drawn)	-18	-1	0.6	1	-12	-8	7	1	i
CC(=O)Nc1ccc(NC(=O)/C=C/c2ccc(Cl)cc2)cc1	7	8	2.0	-3	0	-8	10	3	i
Cc1cc(C)cc(N(C(=O)c2ccc(Br)o2)C2C=CS(=O)(=O)C2)c1 (stereo not drawn)	3	5	1.8	3	-9	-7	5	2	i
CCCN1C=CC(=CC=C(C#N)C#N)C=C1	-234	-113	-1.2	-22	-22	-9	-6	-426	i
CSc1cccc(NC(=O)CN(c2cc(C)ccc2C)S(C)(=O)=O)c1	-1	-3	-0.1	-4	11	3	-5	6	i
CCn1c(=O)cc(O)c2ccccc21	-8	-1	-1.6	-1	-8	-5	18	-1	i
O=C(O)CCC(=O)NCC(=O)c1ccc(F)cc1	4	0	-0.6	-1	-4	-1	20	-8	i
Nc1ccc2c(c1)-c1ccccc1S(=O)(=O)N2	-1	4	1.3	-1	-5	-1	29	17*	i
Clc1ccc(CNc2cnccn2)cc1Cl	-1	-1	0.0	-1	5	-2	10	-2	nt
O=c1cc(N2CCc3ccccc32)[nH]c(=O)n1-c1ccccc1Cl	5	6	0.6	1	-8	-3	6	0	i
O=C(N/N=C/C(Cl)=C/c1ccccc1)c1ccc2c(c1)OCO2	-8	3	3.1	0	0	-5	-7	-16	i
O=C(COC(=O)c1cccc(Br)c1)NC(=O)NC1CCCC1	2	4	-0.3	-3	8	-2	9	-4	i

Ordered by the number under E coli Lon inh (largest number first): some entries from above
smiles	CendR NRP1 mod	MT1-MMP act inh	MsrA inhibitor	Rin1-Abl PPI inh	MsrA act	SKN-1 inh	E coli Lon inh	Neddyl block
Nc1ccc2c(c1)-c1ccccc1S(=O)(=O)N2	-1	4	1.3	-1	-1	29	17*	i
CCc1cccc2c(C(=O)C(NC(C)CC)c3ccccc3)c[nH]c12 (stereo not drawn)	10	-3	0.4	0	-1	-1	13	i
O=C(Nc1cccc(F)c1)C1CCCN1S(=O)(=O)c1cccc2cccnc12 (stereo not drawn)	-4	-1	0.5	-6	-1	-2	5	i

Record cards (already shown). Screens in order: CendR NRP1 mod	MT1-MMP act inh	MsrA inhibitor	Rin1-Abl PPI inh	FAS-TE inh	MsrA act	SKN-1 inh	E coli Lon inh	Neddyl block
`CCn1c(=O)cc(O)c2ccccc21` reads -8	-1	-1.6	-1	-8	-5	18	-1	i
`O=C(Nc1cccc(F)c1)C1CCCN1S(=O)(=O)c1cccc2cccnc12` (stereo not drawn) reads -4	-1	0.5	-6	4	-1	-2	5	i
`O=C(N/N=C/C(Cl)=C/c1ccccc1)c1ccc2c(c1)OCO2` reads -8	3	3.1	0	0	-5	-7	-16	i
`CC(=O)OC(C(=O)NC1CCCCC1)c1ccccc1F` (stereo not drawn) reads -18	-1	0.6	1	-12	-8	7	1	i
`Cc1cc(C)cc(N(C(=O)c2ccc(Br)o2)C2C=CS(=O)(=O)C2)c1` (stereo not drawn) reads 3	5	1.8	3	-9	-7	5	2	i

Back to the main list, repeating the 2 entries before the break.
SMILES	CendR NRP1 mod	MT1-MMP act inh	MsrA inhibitor	Rin1-Abl PPI inh	FAS-TE inh	MsrA act	SKN-1 inh	E coli Lon inh	Neddyl block
O=C(N/N=C/C(Cl)=C/c1ccccc1)c1ccc2c(c1)OCO2	-8	3	3.1	0	0	-5	-7	-16	i
O=C(COC(=O)c1cccc(Br)c1)NC(=O)NC1CCCC1	2	4	-0.3	-3	8	-2	9	-4	i
COc1ccc(NC(=S)N2CCN(CCN=CC3=C(O)CC(c4ccccc4)CC3=O)CC2)cc1 (stereo not drawn)	1	3	-1.3	2	-8	-8	-7	0	i
COc1cc(/C=C2/SC(=NCc3ccccc3)N(Cc3ccccc3)C2=O)ccc1O	-12	-37	1.9	-1	24	-1	0	-25	i
Cc1ccc(-c2noc(-c3cc4ccccc4oc3=O)n2)cc1	13	-4	-0.2	1	7	1	4	-11	i
COc1ccc(C(=O)NC(=O)CSc2nnc(-c3ccco3)n2-c2ccccc2)cc1	-1	2	-0.6	0	-4	4	5	-2	i
CN(C)C1CN(Cc2cn(Cc3cccc(C(F)(F)F)c3)nn2)S(=O)(=O)C1 (stereo not drawn)	-6	-1	-0.8	nt	-12	2	6	-3	i
O=C(Nc1ccc([N+](=O)[O-])cc1)NN1CCCCCC1	11	-2	3.8	1	4	-8	9	5	i
CC(C)(C)S(=O)N1Cc2cc(=O)n(Cc3ccccc3)cc2[C@@H]1CCO (stereo partly drawn)	-15	-2	1.6	-1	-6	1	-13	10	i
COc1ccc(C2C(C(=O)c3ccco3)=C(O)C(=O)N2CCN2CCOCC2)cc1 (stereo not drawn)	11	1	2.5	2	-5	1	2	-10	i
CC(=O)c1cc(-c2ccccc2)n(CCC(=O)NC2CCCCCCC2)c1C	-5	-6	-0.3	2	8	-8	4	-6	i
CCc1noc(C)c1C(=O)NCCc1ccc(OC)c(OC)c1	0	0	0.3	4	-6	-5	11	-9	i
O=C1c2ccccc2NC(c2ccccc2)N1/N=C/c1ccccc1 (stereo not drawn)	2	0	1.6	-1	15	-5	-2	-16	i
C=CCn1c(N)cc(=O)nc1SC(C)C(=O)Nc1ccc(C(=O)OCC)cc1 (stereo not drawn)	-2	2	-0.5	3	-9	-11	-11	6	i
O=C1Nc2ccccc2C1(O)Cc1ccccn1 (stereo not drawn)	-19	1	0.1	-2	-10	-4	-6	-4	i
Cc1ccc(S(=O)(=O)N2C[C@@H]3[C@H]4CC[C@H](C4)[C@@H]3[C@@H](C)[C@@H]2c2cccn2Cc2ccccc2)cc1	-5	-2	-1.2	-3	12	-5	-1	-4	i
CC1(C)CC(=O)C(C(N)=NC(=O)c2ccccc2)=C(O)C1	6	3	-1.2	3	12	-2	23	-6	i
Cc1nn(C)cc1CNC(=O)C1CCC(=O)N(Cc2cccc(C(F)(F)F)c2)C1 (stereo not drawn)	6	-1	-0.7	1	-2	-2	8	-19	i
CN(C)S(=O)(=O)c1ccc(C(=O)Nc2ccccc2SCCC#N)cc1	11	1	-1.4	3	-2	-9	-3	-2	i
CC(C)(C)NC(=O)CN(C(=O)CS(=O)CC(=O)Nc1ccc(F)cc1)c1ccc2c(c1)OCCO2 (stereo not drawn)	1	1	1.1	3	-1	-1	0	-2	i
Cc1nc2sc(C(c3cccs3)N3CCC4(CC3)OCCO4)c(O)n2n1 (stereo not drawn)	14	2	1.2	3	-8	-7	6	-4	i
NC(=O)CSc1nnc(Cc2ccc3c(c2)OCO3)o1	6	4	2.2	-1	-2	-2	-4	3	i
COc1ccc(C=O)cc1COc1c(F)c(F)cc(F)c1F	-1	-1	0.0	-1	7	-9	6	-12	i
COc1ccccc1C(=O)COC(=O)c1ccc(Cl)nc1	-11	0	2.1	1	4	-5	9	-12	i
CNc1cnc(-c2ccc(F)c(F)c2F)cn1	8	1	1.2	-5	-3	-5	21	0	nt
Nc1cc(=O)[nH]c(SCc2csc(-c3ccccc3)n2)n1	8	5	0.9	-3	1	0	0	-10	i
O=C(O)c1ccccc1C(=O)NC1=NN(c2ccccc2)CC1	1	2	0.4	2	-10	-2	-2	-14	i
O=S(=O)(N1CCCCCC1)N1CCNCC1	13	0	0.1	-1	-3	-4	6	7	i
CCCNC(=O)CSc1nc(COc2ccccc2)nc2ccccc12	0	-2	-0.9	3	-2	-5	8	-9	i
Cc1cccc(C)c1NC(=O)CNC(=O)C(Cc1ccccc1)NC(=O)c1ccccc1 (stereo not drawn)	13	-5	-0.7	-1	-2	-1	20	-7	i
COc1ccc(CNC(=O)CCCCCNC(=O)N2CCn3c2nc2ccccc23)cc1	6	-3	0.2	7	-2	-1	2	-1	i
CCN1CCN(CC(=O)N2N=C(c3cccs3)CC2c2ccc(OC)cc2)C(=O)C1=O (stereo not drawn)	3	1	1.7	-6	-2	-2	-5	8	i

Two neighbouring records already listed, quoted:
SMILES	CendR NRP1 mod	MT1-MMP act inh	MsrA inhibitor	Rin1-Abl PPI inh	FAS-TE inh	MsrA act	SKN-1 inh	E coli Lon inh	Neddyl block
COc1ccc(CNC(=O)CCCCCNC(=O)N2CCn3c2nc2ccccc23)cc1	6	-3	0.2	7	-2	-1	2	-1	i
CCN1CCN(CC(=O)N2N=C(c3cccs3)CC2c2ccc(OC)cc2)C(=O)C1=O (stereo not drawn)	3	1	1.7	-6	-2	-2	-5	8	i

(cont.)
SMILES	CendR NRP1 mod	MT1-MMP act inh	MsrA inhibitor	Rin1-Abl PPI inh	FAS-TE inh	MsrA act	SKN-1 inh	E coli Lon inh	Neddyl block
Cc1ccc2c(c1)NC(=O)C(CC(=O)Nc1ccc(Br)c(C)c1)O2 (stereo not drawn)	6	2	1.8	1	1	-12	-9	-1	i
O=C(CCCn1c(=S)[nH]c2cc3c(cc2c1=O)OCO3)NCCc1ccccc1Cl	5	2	2.1	2	-4	-3	8	-4	i
Cc1cccc(C)c1NC(=O)CN(C)C(=O)CSC(=S)N1CCCC1	7	0	0.5	5	-4	-2	14	5	i
CCCN(CC(=O)Nc1ccccc1OC)C(=O)CCC(=O)c1ccc(Cl)s1	-3	-1	0.2	3	8	-2	4	4	i
CCOc1cc(C=O)ccc1OCCCN1C(=O)NC(C)(C)C1=O	-14	0	0.7	-4	-4	-3	13	-4	i
O=C(NCCCl)Nc1cccnc1Cl	7	2	0.4	-1	1	-6	-2	-5	i
Cc1ccc(/C=C/c2nc3ccccc3[nH]2)o1	-59	-31	1.3	-5	0	-3	10	2	nt
CN(CC(=O)Nc1cccc(Cl)c1)S(=O)(=O)c1ccc2[nH]c(=O)oc2c1	0	-1	-0.6	-1	-10	-3	-11	-8	i
O=C(CSc1nccn1-c1ccccc1)NCc1ccc(F)cc1	-3	-2	-1.1	2	-4	-3	1	-1	i
Cc1scc(C(=O)N/N=C/c2ccc(OC(C)C)cc2)c1C	0	15	0.6	1	16	-12	-32	-4	i
C=C(C)CSc1nc2ccccc2[nH]1	-5	2	-0.3	-1	-10	-7	9	8	i
CC1(Oc2ccc(F)cc2)CCN(Cc2ccccc2OC(F)F)C1 (stereo not drawn)	8	1	-1.2	0	7	-1	12	6	i
